GASC-1 inh: blocks human GASC-1 demethylase activity. GST-JMJD2C(1-420) H3K9me3 demethylation, DELFIA europium. inhibition, % at 2.35 µM. 0.069% of 330,000 active;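 active = more than half of a compound's replicate wells show inhibition beyond 50%, single wells judged on their own value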;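 note: signal counts dimethyl H3K9 product captured on neutravidin plate; 0% = median of DMSO wells and 100% = 0.3 times that DMSO median; strong numbers were not always called active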
TPT1 inh: C. albicans TPT1 enzyme inhibition; recombinant caTPT1, FP RNA substrate dephosphorylation; inhibition, % at 5 µM; AID 1962; 0.81% of 300,000 active;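 active = inhibition above the mean of all tested compounds plus 3 SD, set per screening campaign, cut at about 24% in these data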;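 note: plate controls were DMSO alone for no effect and ferristatin control at 100 nM for full effect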
PP1 inh: PP1-alpha (human) inhibition in PP5 counter-screen. purified PP1alpha, OMFP fluorescence. inhibition, % at 6.7 µM. 0.9% of 320,000 active. AID 2235;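 active = inhibition above the mean inhibition of all tested compounds plus 3 SD, computed separately for each screening campaign, cut at about 15% in these data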
Target sequence (P62136 whole entry, looked up): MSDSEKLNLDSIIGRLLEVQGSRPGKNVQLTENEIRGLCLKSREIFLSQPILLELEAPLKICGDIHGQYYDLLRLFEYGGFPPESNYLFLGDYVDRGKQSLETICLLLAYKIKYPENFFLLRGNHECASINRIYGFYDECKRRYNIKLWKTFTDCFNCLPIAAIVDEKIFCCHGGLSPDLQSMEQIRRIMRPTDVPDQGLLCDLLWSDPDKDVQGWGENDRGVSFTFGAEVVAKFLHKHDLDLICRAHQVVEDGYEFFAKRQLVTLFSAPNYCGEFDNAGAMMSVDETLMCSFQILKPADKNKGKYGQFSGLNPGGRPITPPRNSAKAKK
PP5 primary: PP5 (human) phosphatase inhibition | P53041 | purified PP5c, OMFP substrate fluorescence | inhibition, % at 6.7 µM | 0.18% of 320,000 active;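 active = inhibition above the campaign's mean inhibition across all tested compounds plus 3 SD, cut at about 9.5% in these data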;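 note: 0% = DMSO only and 100% = 100 µM cantharidin control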
PREPL inhibitor: inhibitors of human prolyl oligopeptidase-like enzyme PREPL. recombinant PREPL, fluorescence polarization activity-based probe. Q4J6C6. 0.68% of 320,000 active. inhibition, % at 5.96 µM; in the data active = inhibition above about 43%;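 note: 0% = enzyme with DMSO and 100% = wells lacking enzyme; many of its hits are not listed in these tables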
Target sequence (Q4J6C6 whole entry, looked up): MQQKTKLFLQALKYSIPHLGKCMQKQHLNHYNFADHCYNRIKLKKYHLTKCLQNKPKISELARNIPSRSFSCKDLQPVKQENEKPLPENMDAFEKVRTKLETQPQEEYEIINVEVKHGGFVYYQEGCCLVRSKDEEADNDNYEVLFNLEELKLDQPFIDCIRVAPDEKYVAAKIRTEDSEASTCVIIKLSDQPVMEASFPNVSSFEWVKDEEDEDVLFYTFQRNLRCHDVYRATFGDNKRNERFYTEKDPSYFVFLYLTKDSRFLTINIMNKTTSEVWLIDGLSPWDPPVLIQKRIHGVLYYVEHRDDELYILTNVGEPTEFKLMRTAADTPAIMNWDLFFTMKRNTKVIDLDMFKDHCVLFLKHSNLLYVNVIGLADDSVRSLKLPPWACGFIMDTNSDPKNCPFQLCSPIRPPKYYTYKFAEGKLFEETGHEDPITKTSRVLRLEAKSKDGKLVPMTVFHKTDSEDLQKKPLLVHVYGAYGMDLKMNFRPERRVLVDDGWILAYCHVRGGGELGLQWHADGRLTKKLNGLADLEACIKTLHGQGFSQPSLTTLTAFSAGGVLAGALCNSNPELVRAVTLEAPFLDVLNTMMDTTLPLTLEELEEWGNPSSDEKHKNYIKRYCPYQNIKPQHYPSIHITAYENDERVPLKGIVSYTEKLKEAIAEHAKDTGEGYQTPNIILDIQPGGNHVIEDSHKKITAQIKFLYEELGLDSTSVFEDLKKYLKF
core dimer inh: HCV core protein dimerization inhibition | TR-FRET GST/Flag-core106 dimerization, 1536-well | inhibition, % at 5 µM | 0.33% of 300,000 active | AID 1899;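 active = inhibition above the mean of all tested compounds plus 3 SD, set per screening campaign, cut at about 45% in these data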
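System – GST-tagged and Flag-tagged HCV core protein residues 1-106 · Repeats – one well for each compound · Technique – TR-FRET 671 and 617 nm emission · Doses – one concentration, 5 µM, in 0.5% DMSO · Times – 4 h, 22.5 °C incubation · Also added – Eu donor and XL665 acceptor anti-tag antibodies · Measure – percent inhibition of core106 dimerization signal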
Efflux pump mplx: inhibitors of Candida antifungal efflux pumps expressed in yeast. S. cerevisiae Candida pump triplex, Nile Red efflux. inhibition, % at 10 µM. 0.44% of 330,000 active. AID 485275;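 active = plate passing quality check with inhibition over a set limit, or well fluorescence over plate mean plus 4 SD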;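 note: Nile Red retained in pooled yeast measured as flow cytometry median fluorescence; 0% = buffer negative control and 100% = Enniatin B positive control; higher means more Nile Red kept so more efflux inhibition; some compounds called inactive have numbers as strong as hits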
Fh CTSL1 inh: counter-screen for PFM18AAP inhibitors: inhibitors of F. hepatica cathepsin L1. recombinant F. hepatica cathepsin L1, Z-Leu-Arg-MCA fluorescence. inhibition, % at 5.96 µM. 0.49% of 300,000 active;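 active = inhibition above the mean of all tested compounds plus 3 SD, set per screening campaign, cut at about 17% in these data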;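 note: 0% = plate median of test compound wells and 100% = 1 µM Z-Phe-Ala-diazomethylketone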
LYPLA2 inh: LYPLA2 (human) inhibition in PME1 counter-screen; recombinant LYPLA2, FP-Rh probe fluorescence polarization; AID 2177; O95372; 0.38% of 320,000 active; inhibition, % at 5.9 µM;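 active = inhibition above the screen-wide mean plus 3 SD, limit set per campaign, cut at about 26% in these data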;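 note: 0% = LYPLA2 with DMSO and 100% = wells lacking LYPLA2 enzyme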
Starred values were filed as active, the others as inactive; . = no result given.

The opening four compounds (preview)
SMILES | GASC-1 inh | TPT1 inh | PP1 inh | PP5 primary | PREPL inhibitor | core dimer inh | Efflux pump mplx | Fh CTSL1 inh | LYPLA2 inh
O=C(CCCCCn1c(=O)[nH]c2ccsc2c1=O)N1CCCCC1 | 4.6 | 2.6 | 4.6 | 1.4 | 10.7 | -0.7 | 1.0 | -1.7 | 2.0
O=C(NCCCN1CCOCC1)C(=O)NCc1ccccc1Cl | 1.9 | -1.0 | -2.8 | 1.1 | 9.8 | -10.7 | 0.3 | -3.1 | -5.8
O=C1CC(NS(=O)(=O)c2ccc([N+](=O)[O-])cc2)CN1c1ccc2c(c1)OCCO2 (configuration not stated) | -4.5 | -1.7 | -4.9 | 0.4 | 4.8 | -4.3 | -0.2 | 3.3 | -4.0
CC1(C)CC(=O)C2=C(C1)N(c1ccc(F)cc1)C(N)=C(C#N)C2c1cccs1 (configuration not stated) | 9.6 | 1.2 | 2.4 | -1.2 | 8.9 | 11.9 | 0.1 | 2.9 | 11.3

Results, from the first entry:
SMILES | GASC-1 inh | TPT1 inh | PP1 inh | PP5 primary | PREPL inhibitor | core dimer inh | Efflux pump mplx | Fh CTSL1 inh | LYPLA2 inh
O=C(CCCCCn1c(=O)[nH]c2ccsc2c1=O)N1CCCCC1 | 4.6 | 2.6 | 4.6 | 1.4 | 10.7 | -0.7 | 1.0 | -1.7 | 2.0
O=C(NCCCN1CCOCC1)C(=O)NCc1ccccc1Cl | 1.9 | -1.0 | -2.8 | 1.1 | 9.8 | -10.7 | 0.3 | -3.1 | -5.8
O=C1CC(NS(=O)(=O)c2ccc([N+](=O)[O-])cc2)CN1c1ccc2c(c1)OCCO2 (configuration not stated) | -4.5 | -1.7 | -4.9 | 0.4 | 4.8 | -4.3 | -0.2 | 3.3 | -4.0
CC1(C)CC(=O)C2=C(C1)N(c1ccc(F)cc1)C(N)=C(C#N)C2c1cccs1 (configuration not stated) | 9.6 | 1.2 | 2.4 | -1.2 | 8.9 | 11.9 | 0.1 | 2.9 | 11.3
O=[N+]([O-])c1[nH]cnc1/C=C/c1ccccc1 | 3.8 | 5.7 | 0.8 | 0.0 | 5.9 | -1.3 | 0.1 | 6.7 | -0.8
CCOc1ccc(NC(=O)Cn2nnc(C(=O)NCc3ccc(OC)cc3)c2N)cc1 | 22.3 | 0.6 | 1.2 | -0.9 | -0.8 | 10.8 | -0.1 | -3.1 | 3.0
Cc1nn(Cc2ccccc2)c(Cl)c1C(=O)NCCc1ccccc1 | 5.2 | -2.6 | -4.3 | 1.9 | -8.9 | -1.9 | 0.0 | 5.6 | 3.4
CCS(=O)(=O)N1CCN(S(=O)(=O)c2ccc(Cl)s2)CC1 | 4.1 | 0.4 | -1.0 | 3.7 | 6.8 | -4.3 | 0.0 | -3.2 | 5.7
Nc1nc(NCCO)nc(NCc2ccccc2)c1[N+](=O)[O-] | 16.3 | -6.1 | -0.3 | -1.9 | 1.2 | 1.2 | -0.1 | 2.5 | 12.6
O=[N+]([O-])c1ccc(Sc2n[nH]c(-c3ccncc3)n2)nc1 | 2.8 | -1.3 | -0.3 | -3.3 | 16.1 | -3.3 | -0.2 | 4.7 | 3.5
NS(=O)(=O)c1ccc(NC(=S)NC(=O)/C=C/c2ccco2)cc1 | 2.3 | 13.0 | 2.6 | 1.7 | -1.4 | 9.1 | 0.3 | 5.1 | -6.5
CCNc1nc(OC)nc(SCC(N)=O)n1 | -15.3 | -5.4 | -3.7 | -1.1 | 1.2 | -83.8 | 0.0 | -1.7 | 0.3
CC(C)CCN1CCNC(=O)C1CC(=O)Nc1ccc(F)cc1 (configuration not stated) | 0.6 | 1.6 | -0.3 | 1.9 | 5.5 | 1.8 | 0.0 | -1.1 | -1.5
COc1ccc(NC(=S)N2CCC(C(=O)c3ccc(C)cc3)CC2)cc1 | -2.5 | 1.7 | 1.6 | 2.1 | 8.9 | -0.4 | 0.0 | -0.5 | 3.8
COCCNC(=O)C(C)OC(=O)c1cc2sccc2n1C (configuration not stated) | 2.0 | 2.9 | -1.7 | -6.6 | -8.5 | -8.4 | -0.1 | 9.5 | -8.1
CCN(CC(=O)Nc1c(F)cccc1F)C(=O)C1CCN(C(=O)c2ccc(Cl)cc2)CC1 | 13.4 | -0.7 | -7.0 | 1.4 | -8.2 | 3.4 | 0.0 | -1.8 | -3.4
CCCC(C)c1nnc(NC(=O)COc2ccc3c(c2)OCO3)s1 (configuration not stated) | -13.7 | -0.1 | 16.5* | -6.5 | 7.5 | -4.9 | 0.5 | -6.8 | -1.6
COc1cc(C(=O)Nc2ccc3c(c2)ncn3C)cc(OC)c1OC | 6.1 | -0.4 | -1.7 | 5.4 | 10.2 | -8.3 | 0.1 | -2.1 | 2.5
CCCCN1C(=O)C2(OCCCO2)c2cccc(C)c21 | -18.5 | -3.1 | -0.6 | 0.8 | -2.3 | 5.5 | 0.0 | 5.6 | 2.2
CC1=NC2(CCCc3c2no[n+]3[O-])N(O)C1(C)C (configuration not stated) | -1.3 | -0.2 | 3.7 | 1.3 | -2.1 | -1.0 | 0.1 | -4.0 | -4.3
COc1ccc(OC)c(S(=O)(=O)N2CCN(c3ccccc3)CC2)c1 | 1.2 | -1.0 | -3.6 | 0.8 | -3.9 | 2.9 | 0.2 | -6.8 | -2.0
Cc1cccc(NC(=O)Cc2noc3ccccc23)c1C | -1.3 | 0.5 | 1.9 | -0.5 | 1.0 | -10.3 | 0.0 | 0.3 | 2.7
COc1ccccc1CC(=O)NCCCc1ccccc1 | 5.7 | 4.0 | 0.5 | 2.3 | -4.6 | 6.7 | 0.0 | -3.6 | -6.8
COc1ccc(C(O)(CCN2CCOCC2)c2ccccc2)cc1 (configuration not stated) | -14.8 | -5.1 | -2.5 | 0.4 | 8.2 | -3.3 | 0.2 | 0.8 | -0.3
Cc1ccc(SC(C)C(=O)N2CCCC2)cc1 (configuration not stated) | -7.7 | -6.2 | -3.1 | 0.3 | 1.3 | -5.6 | -0.1 | 4.6 | -2.2
O=S(=O)(NCCCN1CCOCC1)c1ccc(Cl)s1 | 17.4 | -0.7 | -2.8 | -1.2 | -2.6 | -1.3 | 0.0 | -0.5 | 2.8
CCOC(=O)C1=C(COC(=O)C(CC)c2ccccc2)NC(=O)NC1C (configuration not stated) | 3.9 | . | 0.5 | 2.5 | 10.5 | . | -0.1 | . | -1.5
OCCCn1c(C(CO)Nc2nc(-c3ccc(Cl)cc3)cs2)nc2ccccc21 (configuration not stated) | 0.9 | 1.1 | -0.5 | 1.9 | 14.5 | -8.0 | 0.1 | 2.4 | -6.2
CCOCCCNC(=O)N[C@@H](C)C(=O)OC | -15.9 | -1.7 | -3.2 | -2.1 | 8.8 | -2.5 | -0.3 | -1.4 | 2.4
Cc1ccc(S(=O)(=O)N(C)c2ccc(C(=O)NCc3ccccn3)cc2)cc1 | 3.4 | 0.9 | -3.7 | -3.2 | -5.1 | -4.7 | -0.1 | 10.1 | -0.4
NC(=O)c1ccc(NC(=O)c2ccccc2S(=O)(=O)c2ccccc2[N+](=O)[O-])cc1 | 4.3 | -1.3 | 1.4 | 1.5 | -10.7 | 2.0 | 0.1 | -0.2 | 1.7
O=C(COc1ccc(S(=O)(=O)NCCc2ccccc2)cc1)N1CCCC1 | -3.4 | -1.5 | -2.5 | 1.2 | -14.7 | -0.5 | 0.0 | 0.7 | 2.5
CC(=O)CSc1ncnc2sc3c(c12)CCC(C)C3 (configuration not stated) | -5.0 | 0.0 | -2.4 | 3.7 | 1.6 | 6.6 | 0.0 | -1.7 | 0.4
OC(c1ccccc1)c1nccc2ccccc12 (configuration not stated) | 1.7 | 1.3 | 3.8 | 1.9 | -15.5 | -7.3 | 0.1 | -4.0 | 2.5
COc1ccc(NC(=S)Nc2cccc3cnccc23)cc1 | 3.5 | 2.4 | 1.4 | 0.9 | 18.0 | -0.6 | 0.0 | -3.0 | 1.0
Cc1cc(NC(=O)CSc2nnc(-c3ccoc3C)n2N)no1 | 2.5 | -3.6 | -0.5 | -1.7 | -1.9 | 2.0 | 0.2 | -2.7 | -2.1
Cc1ccc(-n2ncc3c2CCCC3NC(=O)CCCN2CCCC2=O)cc1C (configuration not stated) | -2.6 | 1.7 | 6.0 | -0.2 | 10.9 | -0.8 | 0.0 | -4.2 | -3.6
CCC(Sc1nc(-c2ccccc2)c(C#N)c(=O)[nH]1)C(=O)Nc1cc(C)on1 (configuration not stated) | -1.8 | 4.0 | 1.4 | 2.4 | 10.4 | 9.8 | 0.1 | -1.5 | -2.0
O=c1[nH]c([N+](=O)[O-])nn1C(c1ccccc1)c1ccccc1 | 2.1 | -1.8 | 0.7 | -0.7 | 6.1 | 4.0 | -0.1 | -0.4 | 1.3
Cc1occc1C(=O)NC(C)C1CCCO1 (configuration not stated) | 5.4 | -6.4 | -5.2 | -0.8 | 1.4 | 2.8 | 0.1 | 1.0 | -3.3
COc1ccccc1NC(=O)N1CCN(C(=O)c2ccco2)CC1 | 3.7 | 0.0 | -3.0 | 0.6 | -1.8 | -3.0 | 3.2 | -1.1 | -3.4
c1ccc(-c2nnc(-c3ccccn3)c(-c3ccccn3)n2)nc1 | -13.5 | 0.0 | 1.8 | -1.7 | 0.9 | 0.8 | 0.1 | 2.2 | 1.6
O=C(c1ccccc1)c1ccc(N2CCOCC2)c(F)c1 | -39.0 | 0.7 | -1.6 | 0.2 | 8.0 | 3.8 | -0.1 | 9.5 | 2.9
O=C(NCCCCNC(=O)c1cccs1)c1cccs1 | 6.7 | 1.1 | 6.3 | -3.6 | 1.1 | -3.4 | 0.5 | -6.9 | -19.2
O=C(CSc1nncs1)Nc1ccc(S(=O)(=O)N2CCCC2)cc1 | -2.7 | -1.1 | -3.0 | -2.0 | 2.7 | -2.6 | -0.1 | -1.9 | 0.5
O=C(CN1CCN(C(=O)c2ccco2)CC1)Nc1cc(Cl)ccc1Cl | -11.5 | 3.8 | -1.2 | 0.5 | 2.6 | 4.9 | 0.2 | -1.3 | 16.1
O=C(CSC1=NS(=O)(=O)c2ccccc21)Nc1ccccc1 | 1.1 | -4.0 | 0.2 | -0.3 | 6.9 | 25.1 | -0.2 | -1.4 | -4.1
CCCC(=O)Nc1ccc(NC(=O)c2ccccc2)nc1 | 14.2 | 0.8 | -1.3 | -2.0 | 11.4 | -6.8 | 0.3 | -7.2 | 3.8
CCOC(=O)Nc1ccc(C(N)=O)cc1 | 1.2 | 1.1 | -1.3 | -0.2 | -3.9 | -10.1 | 0.0 | -1.2 | -1.0
Cc1[nH]c2ccccc2c1Cc1nnc(SCC(N)=O)o1 | -3.8 | 0.6 | -4.9 | 3.1 | -0.8 | -3.5 | 0.1 | -11.6 | 4.9
COc1ccc(N2CCN(CCCNC(=O)Nc3ccccc3)CC2)cc1 | 3.1 | 2.4 | -4.7 | 2.0 | 18.2 | -4.7 | 0.0 | -2.9 | -2.1
Cc1oc2cc(OCC(=O)O)ccc2c(=O)c1Oc1ccccc1 | -7.9 | -2.0 | -1.7 | 0.3 | 11.0 | -6.1 | 0.0 | 4.4 | 5.2
CS(=O)(=O)c1cnc2c(-c3ccsc3)cnn2c1N | -12.2 | -0.4 | -0.7 | 5.8 | -1.2 | -0.6 | 0.0 | 0.8 | 0.5
O=C1CC(N2CCN(c3cccc(C(F)(F)F)c3)CC2)C(=O)N1c1ccccc1F (configuration not stated) | 21.8 | 6.8 | -1.2 | 5.0 | 12.0 | -3.4 | 0.1 | -0.4 | 23.8

Screening results as filed in PubChem BioAssay.

Not all compounds are listed; rates above refer to the full screens.
